INS promoter inh: TRM-6 insulin promoter activity inhibition | 130,000 tested, 0.9% active | TRM-6 cells (human fetal islet line), insulin promoter-eGFP reporter, imaging; reporter expression induced with tamoxifen | inhibition, % at 2 µM;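 active means inhibition above the mean plus 3 SD, with well images judged a real hit on visual review, cut at about 60% in these data, passing the limit was not always enough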
sdo1 growth: sdo1-depleted yeast growth rescue | 140,000 tested, 0.21% active | S. cerevisiae sdo1-depleted JHY4D growth rescue, OD600 30 h; stronger effect = higher value; pdr5 snq2 efflux-pump mutant strain | z-score at 10 µM;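 active means z-score above 3 at both the 24 hr and the 30 hr optical density reads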;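 further: z-score against mean and SD of all compound wells on the same plate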
sdo1 growth Rescue 24 h: second read-out of sdo1 growth, no call of its own (marks repeat the call); z-score; S. cerevisiae sdo1-depleted JHY4D growth rescue, OD600; measured here: growth rescue at 24 h;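 0 is the plate mean of compound wells and units are plate SD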
* marks the source's active call; other numbers are inactive results; i = inactive; x = no result given; [ ] = remark or other dose. Not all compounds are listed; count on the stated rates, not on these rows.

The first 14 entries, ahead of the listing:
SMILES	INS promoter inh	sdo1 growth	sdo1 growth Rescue 24 h
COC(=O)c1ccccc1NC(=O)c1c(Br)cnn1C	-5	0.03	-0.73
CCCOc1cc(C)c(S(=O)(=O)N2CCOCC2)cc1C	-47	-0.67	-0.84
CCNC(=O)NC(=O)C(C)OC(=O)c1oc2ccccc2c1CSC1CCCCC1 (configuration not stated)	22	1.7	2.3
COc1cc(OC)c(NC(=O)CS(=O)(=O)Cc2nc(-c3ccc(C)cc3)oc2C)cc1Cl	x	-0.96	-0.57
COc1ccc(C2CC(=O)C3=C(C2)Nc2ccccc2NC3c2coc3ccccc3c2=O)cc1OC (configuration not stated)	-16	0.5	-0.39
O=C(Cc1n[nH]c(=O)[nH]c1=O)N/N=C/c1c(O)ccc2ccccc12	-18	x	x
O=C(N/N=C/c1cccnc1)c1ccc([N+](=O)[O-])cc1Cl	x	0.8	-0.88
Cn1c(=O)c2c(-c3ccccc3F)c3c(nc2n(C)c1=O)-c1ccccc1C3O (configuration not stated)	60	0.69	2.1
COc1ccc(C(=O)NC(=S)N2CCN(c3ccc([N+](=O)[O-])cc3)CC2)cc1	-7	-1.4	-1.6
CCCCCCNCC1OCc2ccccc2CO1	-27	0.19	-0.87
O=C(NCc1ccc2c(c1)OCO2)c1cc2c(s1)CSC2	40	-1.9	-1
COc1ccc(C(=O)NCCCN2CCOCC2)cc1S(=O)(=O)N1CCCc2ccccc21	-54	x	x
Cn1c(=O)n(-c2ccccc2)c(=O)c2c3c(sc21)COC(C)(C)C3	-14	-0.03	-0.81
COc1cc(C(=O)NCCc2nc3ccccc3n2C)cc(OC)c1OC	-47	0.14	-0.44

The list itself, from the start:
SMILES	INS promoter inh	sdo1 growth	sdo1 growth Rescue 24 h
COC(=O)c1ccccc1NC(=O)c1c(Br)cnn1C	-5	0.03	-0.73
CCCOc1cc(C)c(S(=O)(=O)N2CCOCC2)cc1C	-47	-0.67	-0.84
CCNC(=O)NC(=O)C(C)OC(=O)c1oc2ccccc2c1CSC1CCCCC1 (configuration not stated)	22	1.7	2.3
COc1cc(OC)c(NC(=O)CS(=O)(=O)Cc2nc(-c3ccc(C)cc3)oc2C)cc1Cl	x	-0.96	-0.57
COc1ccc(C2CC(=O)C3=C(C2)Nc2ccccc2NC3c2coc3ccccc3c2=O)cc1OC (configuration not stated)	-16	0.5	-0.39
O=C(Cc1n[nH]c(=O)[nH]c1=O)N/N=C/c1c(O)ccc2ccccc12	-18	x	x
O=C(N/N=C/c1cccnc1)c1ccc([N+](=O)[O-])cc1Cl	x	0.8	-0.88
Cn1c(=O)c2c(-c3ccccc3F)c3c(nc2n(C)c1=O)-c1ccccc1C3O (configuration not stated)	60	0.69	2.1
COc1ccc(C(=O)NC(=S)N2CCN(c3ccc([N+](=O)[O-])cc3)CC2)cc1	-7	-1.4	-1.6
CCCCCCNCC1OCc2ccccc2CO1	-27	0.19	-0.87
O=C(NCc1ccc2c(c1)OCO2)c1cc2c(s1)CSC2	40	-1.9	-1
COc1ccc(C(=O)NCCCN2CCOCC2)cc1S(=O)(=O)N1CCCc2ccccc21	-54	x	x
Cn1c(=O)n(-c2ccccc2)c(=O)c2c3c(sc21)COC(C)(C)C3	-14	-0.03	-0.81
COc1cc(C(=O)NCCc2nc3ccccc3n2C)cc(OC)c1OC	-47	0.14	-0.44
c1ccc(Nc2cccc(Nc3ccccc3)n2)cc1	-110	-1.6	-0.55
Cc1c(C(=O)N/N=C/C(C)C)[nH]c2ccc([N+](=O)[O-])cc12	56	0.47	-0.47
Cn1c(C(C#N)/C(=N\S(=O)(=O)c2cccs2)c2ccccc2)nc2ccccc21 (configuration not stated)	55	-0.44	1.4
COc1cccc(NC(=O)CN(C)CC(=O)Nc2ccc(C)cc2Cl)c1	33	x	x
COc1ccc(S(=O)(=O)N2CCC(C(=O)Nc3nnc(CCN4CCCCC4)s3)CC2)cc1	x	0.89	0.63
CCN1CCCC1CNCC(O)COc1ccc(C(C)(C)C)cc1C (configuration not stated)	0	x	x
O=C(CN1CCN(C(=O)c2ccccc2F)CC1)Nc1ccc(Br)cc1	-8	-0.63	-0.76
C/C=C/c1ccc(OCC(O)CN2CCCCCCC2)c(OC)c1 (configuration not stated)	-46	x	x
CC(=O)Oc1ccc(/C=C2\N=C(C3CCCCC3)OC2=O)cc1	-24	x	x
CCCOc1ccc(Br)cc1CSC(=N)N	26	0.53	1
Cc1ccc([N+](=O)[O-])cc1S(=O)(=O)N(C(=O)c1ccncc1)c1ccc2oc3c(c2c1)CCCC3	-12	-1.6	-0.86
CCOc1ccc(C(=O)NCC2CCCO2)cc1 (configuration not stated)	-34	1.1	0.27
CCNC(=O)CC1C(=O)N(c2ccc(OC)cc2)C(=O)N1Cc1ccc(OC)cc1 (configuration not stated)	-9	-0.21	-0.46
Cc1cc(Nc2nc3c(c(=O)n(C)c(=O)n3C)n2C)n(-c2ccc(Cl)cc2)n1	45	1.1	1.1
CNc1nc(-c2ccccc2)nnc1C(F)(F)F	-25	0.75	-0.95
c1ccc(N2CCN(c3nc4ccccc4n4nnnc34)CC2)cc1	x	-0.91	-0.72
O=C(CNc1cc(S(=O)(=O)N2CCCC2)ccc1OCC(F)(F)F)Nc1cccc(C(F)(F)F)c1	-7	0.4	-0.88
CCOC(=O)CNc1c(-c2ccc(F)cc2)nc2cnccn12	-35	1.4	1.2
Cc1ccc(S(=O)(=O)c2nnn3c2nc(N2CCCCC2)c2ccccc23)cc1	-21	-0.49	-0.04
COc1cc(/C=N/Nc2nc(Nc3ccccc3)nc(N3CCOCC3)n2)ccc1OC(=O)c1ccco1	-378	x	x
Cc1csc(NC(=O)Nc2ccc(Cl)cc2)n1	-4	-0.2	-0.05
O=C1CCC(=O)N1CNc1cccnc1	-53	2	1.7
CC(N=C1CC(C)(C)CC(=O)/C1=C(/O)CCCN1C(=O)c2ccccc2C1=O)C(=O)O (configuration not stated)	-25	x	x
Cn1cnnc1Sc1cc(N2CCN(S(=O)(=O)c3ccccc3)CC2)ccc1[N+](=O)[O-]	-33	0.72	0.85
Cc1c(C(=O)O)cccc1-n1c(C)cc(/C=N/NC(=O)c2cc3ccccc3o2)c1C	-11	0.65	0.52
Cn1c(SCC(=O)c2ccc3c(c2)OCO3)nnc1C1COc2ccccc2O1 (configuration not stated)	x	-1.2	-1.6
COc1ccc(-c2ccc3c(N)c(C(=O)c4ccc(OC)c(OC)c4)sc3n2)cc1	-38	0.49	3
O=C(CCSc1nc(-c2ccc3c(c2)OCO3)cc(C(F)(F)F)n1)NCc1ccco1	x	-0.91	-0.42
O=c1[nH]c(CN2CCCC2)nc2sc3c(c12)CCC3	11	x	x
Cc1nn(-c2ccccc2)c2sc(C(=O)N(CC(=O)NC3CCCC3)Cc3ccco3)cc12	0	-0.8	-0.11
CCN1C(=O)C(CC(=O)NC2CCCCC2)N(CC)C1=O (configuration not stated)	-9	-0.04	-0.26
O=C(Cc1cccs1)N1CCN(c2cccc(Cl)c2)CC1	20	x	x
COc1cc(C(c2c(C)[nH][nH]c2=O)c2c(C)[nH][nH]c2=O)ccc1OC(C)C	12	0.13	-0.69
COc1ccc(NC(=O)C2c3cc(OC)c(OC)cc3C(=O)N(C)C2c2cccnc2)cc1OC (configuration not stated)	-40	0.13	-0.63
COc1ccc(OC)c(-c2nnc(SCC(=O)N3CCOCC3)o2)c1	30	0.2	-0.29
COc1ccccc1NC(=S)N(CCN1CCCCCC1)Cc1cccs1	-13	x	x
(further entries)
SMILES	INS promoter inh	sdo1 growth	sdo1 growth Rescue 24 h
CNC(=O)CN1C(=O)C2C3C=CC(C3)C2C1=O (configuration not stated)	-15	1.2	0.95
CCOP(=O)(c1ccccc1)C1(C#N)CCCC1 (configuration not stated)	x	-0.27	-0.82
O=[N+]([O-])c1cc(S(=O)(=O)Nc2cccc(C(F)(F)F)c2)ccc1-n1nnc2ccccc21	16	-0.78	-0.88
COC(=O)Nc1ccc(S(=O)(=O)Nc2ccc(O)cc2)cc1	79*	1.4	1.1
CC(=O)n1cc(/C=C2/N=C(c3ccccc3)OC2=O)c2ccccc21	x	0.1	0.44
CCN(CC)S(=O)(=O)c1cc([N+](=O)[O-])ccc1N=Nc1c(O)n(C)c2ccccc12	-21	-0.62	0.64
CCOC(=O)C1C2C=CC3(CN(Cc4cccs4)C(=O)C13)O2 (configuration not stated)	7	-0.12	-0.21
CSCC[C@H](NC(=O)Nc1cccc(C(F)(F)F)c1)C(=O)O	x	0.37	-0.57
COc1ccc(C(=O)NCc2ccccc2OC)cc1	-5	0.41	0.13
c1ccc(Oc2ccc3ccccc3n2)cc1	24	x	x
Cc1ccc(-c2cc(C(=O)NC3=NCCS3)c3cc(Br)ccc3n2)o1	32	-1.8	-1.1
Cc1cc(Cl)ccc1Oc1cccc(C(=O)/C(C#N)=C/N(C)C)c1	30	-2.1	-0.73
COC(=O)CN1C(=S)N(c2ccc(Cl)cc2)C(=O)C1CC(=O)Nc1ccc(Cl)cc1 (configuration not stated)	x	-1.7[9 µM]	-1.4
COCCNC(=O)c1cn(Cc2c(F)cccc2Cl)nn1	-6	2.5	-0.14
Cc1cccc(OCc2nc(-c3cccnc3)no2)c1	-24	-0.4	-0.8
Cc1ccc(-c2nnc3n2N=C(c2ccccc2Br)CS3)cc1	x	-1.7	-0.92
C=CCn1ccc2c([N+](=O)[O-])cccc2c1=O	-3	x	x
CCn1c(SCC(=O)Nc2nc(C)cs2)nnc1-c1cccnc1	x	2.1	1.7
CCNC(=S)NS(=O)(=O)c1ccc(CC)cc1	33	1.2	1.2
O=C(CSc1nc(-c2ccccc2)c(-c2ccccc2)[nH]1)NCCN1C(=O)CSC1=O	32	0.22	0
O=C(OCc1nc2ccccc2s1)c1ccco1	i	x	x
CCOC(=O)N1CCN(C(=O)CNC(=O)Cc2ccc(Cl)cc2)CC1	14	-0.42	-1.2
CCc1ccc(/C=N/NC(=O)c2cc(-c3ccccc3OC)nc3ccccc23)s1	x	-0.6	-0.69
Cc1ccc(C(=O)COc2nc(C)cc(C)c2C#N)cc1	60	-0.42	-0.28
CCCN1CCN(c2nc(-c3cccs3)nc3ccccc23)CC1	-3	-0.95	-1.5
COc1ccc(C2(C(=O)N3CCOCC3)CCOCC2)cc1OC	9	-1.3	-1.5
COc1ccccc1CN1C(=O)c2ccccc2C1C(=O)NC1CCC(C)CC1 (configuration not stated)	0	x	x
O=C(CSc1ncn[nH]1)Nc1nsc(-c2ccccc2)n1	-42	0.74	0.2
O=C(Cn1[nH]c(=O)c2ccccc2c1=O)NC1CCN(Cc2ccccc2)CC1	-29	0.51	0.03
CC(=O)Nc1ccc(C(=O)Nc2cccc(-c3cnc4ccccc4n3)c2)cc1	0	x	x
CC1CN(c2nnnn2-c2ccccc2)CC(C)O1 (configuration not stated)	x	0.86	1.1
CCOCCCNC(=O)C(NC(=O)c1ccc2c(c1)OCO2)c1ccc(OC)cc1 (configuration not stated)	-21	-0.02	-0.78
O=C(OC(C(=O)Nc1ccc(Cl)cc1C(F)(F)F)c1ccccc1)c1c(Cl)cccc1Cl (configuration not stated)	18	-0.81	-1.3
CCCC(=O)Nc1nc2ccc(OCC)cc2s1	x	0.03	-0.06
O=C(CN1CCN(S(=O)(=O)c2ccc(Br)cc2)CC1)Nc1ccccc1C(=O)c1ccccc1	-35	-0.96	-0.1
O=C(N/N=C1\CCc2ccccc21)c1ccccc1Cl	30	-0.04	-0.73
COc1ccc(/C=N/Nc2nnc(-c3ccccc3)c(=O)[nH]2)cc1	x	0.26	0.89
Cc1ccc(NC(=O)COC(=O)CCC(=O)c2cccs2)cc1	-8	-0.59	-0.4
CN(/N=C/c1cccnc1)C1=NS(=O)(=O)c2ccccc21	-74	1	0.87
CCOC(=O)c1ccccc1NC1OC(=O)c2ccccc21 (configuration not stated)	x	-0.26	-0.89
COc1ccc(-c2occ(C(=O)O)c2C(=O)O)cc1	27	0.54	0.27
C=CCNC(=S)N1CCN(CCN=CC2=C(O)CC(c3cccs3)CC2=O)CC1 (configuration not stated)	16	-0.29	0.06
Cc1ccc(-n2[nH]c3c4c(ccc3c2=O)C(=O)c2ccccc2C4=O)cc1	x	-0.37	-0.2
O=C(O/N=C/C1=C(Cl)c2ccccc2CC1)c1ccc(F)cc1	32	-0.21	0.53
CNS(=O)(=O)c1cc(N(C)S(=O)(=O)c2ccc(C)cc2)c(C)cc1C	-80	x	x
COc1cccc(Nc2nc(-c3sc(NC(=O)c4ccco4)nc3C)cs2)c1	0	-1	-0.2
CCCc1nc(SCC(=O)NNC(=O)C2CCCCC2)c2ccccc2n1	10	0.44	1.2
CCOC(=O)C1CCCN(C(=O)c2ccc(CNc3c(N4CCC(C)CC4)c(=O)c3=O)cc2)C1 (configuration not stated)	30	1.3	1.2
COC(=O)c1sc(NC(=O)COc2ccccc2OC)nc1C	-35	-0.33	-0.76
CC(C)Cc1ccc(/C=C/C(=O)NC2CC2)cc1	-27	-0.58	-1.5
(more compounds)
SMILES	INS promoter inh	sdo1 growth	sdo1 growth Rescue 24 h
COc1ccc(-n2c(SCc3ccccn3)nc3c(c2=O)SCC3)cc1OC	-6	x	x
CCOC(=O)CSC1=NC(=O)/C(=C\c2ccc(OC(C)=O)cc2)S1	0	-1.1	-1.1
CC(=O)c1cccc(NS(=O)(=O)c2ccc(N/C=C\C(=O)c3ccc(C)cc3)cc2)c1	-35	-0.32	1.6
CC(=O)N1c2ccccc2NC2=C(C(=O)CCC2)C1c1cccnc1 (configuration not stated)	-12	1.3	1.3
O=C(Cc1ccccc1)c1c[nH]c(C(=O)NCCCn2ccnc2)c1	9	x	x
NNC(=O)c1cc(-c2ccco2)[nH]n1	-8	x	x
CCc1ccccc1NC(=O)Cn1c(=O)n(-c2ccc(CC(=O)NCC3CCCO3)cc2)c(=O)c2ccccc21 (configuration not stated)	67	x	x

Screening data: PubChem, several laboratories
